Ba/F3 V617F tox – reduced viability of JAK2V617F-dependent Ba/F3 cells, primary screen, JAK2V617F inhibitor project, cell-based, Ba/F3 EpoR-JAK2V617F, luminescence | ATP luminescence | actives 1.1% (n = 220,000) | AID 1446, 2008 | inhibition, % at 5.6 µM;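 active = inhibition above the campaign mean plus 3 SD over all tested compounds, cut at about 24% in these data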;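 note: cytokine-independent growth of Ba/F3 cells driven by EpoR plus mutant JAK2; 0% = DMSO-treated cells and 100% = JAK inhibitor I control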
BaF3 tox – parental Ba/F3 cell viability inhibition, counter-screen for JAK2V617F inhibitor project, murine pro-B, CellTiter-Glo luminescence; CellTiter-Glo ATP luminescence; inhibition, % at 5.6 µM; actives 1.1% (n = 220,000);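 active = inhibition above a per-campaign cutoff, the mean inhibition of all tested compounds plus 3 SD, cut at about 27% in these data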;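 note: 0% = DMSO wells and 100% = JAK Inhibitor I control wells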
RBBP9 inh – human RBBP9 inhibitors, primary screen, biochemical, fluorescence polarization, FP-Rh probe, HTS. Serine hydrolase RBBP9 (Homo sapiens), O75884. recombinant RBBP9. inhibition, % at 7.94 µM. AID 1515, 2009. actives 0.2% (n = 220,000);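 active = inhibition above the campaign mean of all tested compounds plus 3 SD, cut at about 14% in these data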;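 note: plate controls were DMSO wells with RBBP9 for no effect and wells lacking RBBP9 protein for full effect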
Target sequence (O75884 whole entry, looked up): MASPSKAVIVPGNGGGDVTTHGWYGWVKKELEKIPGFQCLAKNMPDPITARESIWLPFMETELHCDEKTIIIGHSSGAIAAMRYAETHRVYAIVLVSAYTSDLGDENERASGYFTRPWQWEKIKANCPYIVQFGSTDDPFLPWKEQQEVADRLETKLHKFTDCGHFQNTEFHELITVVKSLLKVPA
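Test system: recombinant human RBBP9. Quantity: 2.5 µM RBBP9 dispensing solution, before mixing. Detection: FP readout at 525/598 nm. Reagent: Serine-hydrolase probe FP-Rh, 375 nM pre-mixing. Measure: % inhibition. Control set: DMSO-treated enzyme wells and wells lacking RBBP9. Buffer or medium: Tris-NaCl-Pluronic buffer, pH 8.0. Times: preincubation 30 min plus labeling 45 min at 25 °C.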
p97 inhibitor – inhibitors of human p97 ATPase, primary screen, biochemical; Transitional endoplasmic reticulum ATPase (Homo sapiens), P55072; recombinant p97 ATPase, Kinase-Glo ATP luminescence, 3 h; inhibition, % at 8 µM; actives 0.42% (n = 220,000); in the data active = inhibition above about 15%;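 note: 0% = DMSO vehicle and 100% = wells lacking enzyme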
Target sequence (P55072 whole entry, looked up): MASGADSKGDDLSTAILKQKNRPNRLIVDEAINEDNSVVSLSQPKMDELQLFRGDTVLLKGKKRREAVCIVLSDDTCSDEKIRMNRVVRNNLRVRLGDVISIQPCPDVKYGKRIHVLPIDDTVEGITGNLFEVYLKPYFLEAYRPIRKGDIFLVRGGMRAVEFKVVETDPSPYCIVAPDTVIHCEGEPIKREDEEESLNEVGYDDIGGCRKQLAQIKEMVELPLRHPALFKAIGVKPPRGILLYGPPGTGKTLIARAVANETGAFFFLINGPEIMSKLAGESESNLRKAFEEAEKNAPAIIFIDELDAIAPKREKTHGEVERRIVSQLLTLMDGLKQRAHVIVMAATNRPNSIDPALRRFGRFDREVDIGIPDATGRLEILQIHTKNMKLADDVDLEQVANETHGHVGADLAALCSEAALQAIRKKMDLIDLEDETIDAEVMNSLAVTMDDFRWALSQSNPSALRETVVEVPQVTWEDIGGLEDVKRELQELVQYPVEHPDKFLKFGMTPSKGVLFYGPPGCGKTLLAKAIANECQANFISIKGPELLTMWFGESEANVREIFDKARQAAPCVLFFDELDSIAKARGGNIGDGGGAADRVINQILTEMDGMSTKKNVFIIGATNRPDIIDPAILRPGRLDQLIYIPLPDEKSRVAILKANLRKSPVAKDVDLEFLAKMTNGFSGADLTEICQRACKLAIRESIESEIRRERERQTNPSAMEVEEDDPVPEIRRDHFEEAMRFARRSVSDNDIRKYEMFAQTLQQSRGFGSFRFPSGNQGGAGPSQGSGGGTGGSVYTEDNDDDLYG
PPC-1+TRAIL kill – compounds killing PPC-1 cancer cells with TRAIL present, primary screen, TRAIL potentiator project, ATPLite luminescence, uHTS | cell killing (% activity), % at 4 µM | PPC-1 cells + TRAIL, ATPLite viability luminescence | AID 1443, 2008 | actives 0.41% (n = 220,000);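 active = cell killing above 50% in the first pass at 4 µM, then a duplicate retest at 5 µM averaging 50% or more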;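 note: plate controls were cells with TRAIL plus DMSO for no effect and medium-only wells lacking cells for full effect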
Tb hexokinase – Trypanosoma brucei hexokinase 1 inhibitors, primary screen, biochemical, G6PDH-coupled NADH absorbance, MLSCN library; hexokinase 1 [Trypanosoma brucei]; recombinant TbHK1, G6PDH-coupled NADH A340; inhibition, % at 10 µM; actives 0.11% (n = 220,000);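 active = inhibition of 50% or more in the single-dose primary screen; inactive = inhibition below 50%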
Furin inh – human furin inhibitors, primary screen, biochemical, fluorescence intensity; P09958; purified furin, fluorogenic substrate cleavage; inhibition, % at 30 µM; actives 0.061% (n = 220,000); AID 463115, 2010; in the data active = inhibition above about 25%; note: inactives centre near -15
NCF1 inh – p47phox/p22phox peptide binding inhibitors, primary screen, biochemical, uHTS, NADPH oxidase regulatory subunit; fluorescence polarization, 2 h; inhibition, % at 24.7 µM; actives 0.53% (n = 220,000);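 active = inhibition above about 30%, limit read from the data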;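 note: 0% = p47phox with labelled peptide and 100% = labelled peptide alone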
EP2 antag – human EP2 receptor antagonists, primary screen, TR-FRET cAMP, C6 glioma cells. Prostaglandin E2 receptor EP2 subtype (Homo sapiens), P43116. actives 0.52% (n = 260,000). inhibition, % at 25 µM. C6 glioma cells expressing human EP2; cells stimulated with saturating PGE2;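 active = percent inhibition above 40 after rounding to a whole number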;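 note: rat C6 glioma host cells with rolipram phosphodiesterase inhibitor present; the protocol text gives 20 µM as final concentration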
* = called active by the depositor; · = not tested or not shown; & = joins results of further samples; [ ] = another dose, or the depositor's remark. A portion of the library; the hit share may differ from the screen's.

SMILES	Ba/F3 V617F tox	BaF3 tox	RBBP9 inh	p97 inhibitor	PPC-1+TRAIL kill	Tb hexokinase	Furin inh	NCF1 inh	EP2 antag
CCOC(=O)c1nnn(-c2nonc2N)c1CN1CCc2ccccc2C1	0.9	6.7	-0.2	1.2	3.4	1.0	-17.6[20 µM]	-11.5	12.8
Cc1cccc(-n2c(C)cc(/C=N/NC(=O)c3ccc(CN4CCOCC4)cc3)c2C)c1	-0.9	1.1	0.8	2.9	-8.2	-52.9	-19.2	-5.4	6.1
COc1ccc(OC)c(-n2c(-c3cccc(O)c3)n[nH]c2=S)c1	0.8	4.9	-3.8	7.2	12.4	-3.2	-22.9[20 µM]	-4.0	-1.5
CC(=O)Nc1cccc2c1OCCO2	-0.7	5.3	0.8	8.4	5.5	0.3	-17.3	-12.7	7.0
CCOc1ccccc1C(=O)NCCCCCC(=O)O	-0.2	5.5	1.5	2.8	4.1	46.8	-4.2	4.7	8.2
COc1ccc(CNC(=O)C2CCCN(S(=O)(=O)c3cnc[nH]3)C2)cc1 (stereo unspecified)	-3.5	0.2	8.5	8.1	14.0	-3.5	-11.5	-4.4	9.9
CCOc1ccc(C(=O)Nc2cc(C)on2)cc1	-1.9	2.5	1.7	0.9	47.0[5 µM]	-5.3	-21.4	-9.8	7.6
Cc1nc(CS(=O)(=O)c2ccc(Cl)cc2)sc1C(=O)O	-2.8	0.3	-2.2	2.9	-11.3	-7.0	-16.0	3.6	10.4
Cc1c(N2C(=O)/C(=C3\C(=O)N(CC(=O)O)c4ccccc43)SC2=S)c(=O)n(-c2ccccc2)n1C	-4.5	3.1	-0.9	7.6	19.6	-35.8	4.2	0.8	7.8
Cc1cc(NCCC(C)C)n2nc(C)c(-c3ccccc3)c2n1	-2.3	4.6	-9.1	-3.0	1.5	1.7	-16.3[20 µM]	-10.2	4.9
O=C(NCc1cccs1)C(=O)c1cn(CC(=O)N2CCOCC2)c2ccccc12	5.2	9.6	5.2	0.1	14.7	-14.9	-7.1	-5.3	7.8
c1cncc(CNc2ncnc3sc4c(c23)CCCC4)c1	-1.8	1.9	-6.1	0.0	20.5	0.0	-11.9	5.9	7.3
COc1ccc(Cl)cc1C(=O)NNC(=O)CSc1nnc2ccccn12	-3.0	-1.1	-9.0	3.0	2.4	-3.2	5.7	-5.0	5.3
C[n+]1ccc(C(=O)NCCC[N+](C)(C)C)cc1/C=N/O	-5.2	-0.5	4.0	7.4	·	-17.5	-12.1	4.6	2.5
CCn1c(SCCC(=O)Nc2ccccc2)nnc1-c1ccc(OC)cc1	1.2	3.2	-5.4	-5.5	6.3	1.3	-21.4[20 µM]	-7.2	10.9
Cc1ccc(NC(=O)CC2SC(=O)N(c3ccccc3)C2=O)cc1 (stereo unspecified)	0.6	0.9	-3.1	-0.9	17.4	6.2	-6.0[20 µM]	-15.9	18.3
O=C(CNC(=O)c1ccccc1F)NC1CC1	4.0	6.6	-1.9	0.2	17.7	5.3	-10.6[20 µM]	-15.6	16.6
Cc1ccc(S(=O)(=O)N2CCC(C(=O)N3CCC(C(=O)NCc4cccnc4)CC3)CC2)cc1	-0.1	0.6	-8.1	1.9	11.6	-4.5	-19.6[20 µM]	-6.4	4.5
Cc1ccc(-c2csc(Nc3ccccc3)[n+]2CCc2ccccc2)cc1	2.4	3.1	-1.3	3.8	1.0	2.8	-6.8	-7.2	4.2
Cc1cc(C(=O)Nc2cccnc2)cs1	4.5	5.4	-11.2	0.0	12.0	-5.1	-13.9[20 µM]	-6.8	4.8
CC(C)[C@H](NC(=O)c1cccc(S(=O)(=O)N2CCOCC2)c1)C(=O)Nc1nccs1	1.3	1.5	-8.5	2.5	6.8	-2.1	-21.8	-16.6	0.6
Cc1ccc(OCCn2cccn2)c(C)c1	-0.9	2.8	-14.2	1.0	13.1	-2.2	-28.1	-13.9	7.6
O=C(N/N=C/c1c[nH]c2ccccc12)c1cc(-c2cccc3ccccc23)n[nH]1	2.9	6.1	-8.8	7.1	17.2	-7.5	-9.9	-29.8	11.5
Cc1ccccc1Nc1ncccc1C(=O)N1CCOCC1	-4.8	-1.1	-3.3	-0.8	7.5	-1.8	-10.2	-3.1	4.8
C/C(=N\O)C(C)(C)Nc1ccc(F)cc1	-1.4	1.2	1.0	5.0	20.1	-6.5	-19.6	-5.8	11.3
CCNC(=O)NC(=O)COC(=O)CCc1nc(=O)c2ccccc2n1C	2.9	7.4	-3.5	2.1	4.4	-5.7	-15.6	-92.4	6.3
CN(CCO)CC(O)Cn1cnc2c1c(=O)n(C)c(=O)n2C (stereo unspecified) (tested in a mixture with another compound)	-3.8	1.8	-5.1	2.1	9.4	2.9	1.4	0.6	12.7
Cc1ccc(C)c(NC(=O)c2cc(=O)c3ccccc3o2)c1	-0.2	4.0	-6.1	3.9	12.0	-1.3	-18.9	-10.6	4.7
CCOC(=O)c1c(C)nc2c(c1C)c(=O)oc1ccccc12	-3.7	3.8	-5.1	-5.2	9.3	-5.2	-6.7[20 µM]	-5.0	18.4
COC(=O)c1c(C)oc(C)c1S(=O)(=O)NCc1ccc(OC)cc1	2.6	-1.5	6.0	0.4	5.6	-6.3	-17.7	-6.2	2.4
COc1ccc(C(CNC(=O)c2cc(SC)ccc2Cl)N(C)C)cc1 (stereo unspecified)	-8.8	-4.8	6.2	2.2	6.6	-3.9	-26.9	-11.0	11.7
Cc1ccc(CN2CCC(CO)(CC3CCCCO3)CC2)o1 (stereo unspecified)	-3.3	6.0	-4.4	5.9	5.5	3.5	-23.4	5.2	8.4
COc1cc2c(cc1NC(=O)c1ccc(C)c([N+](=O)[O-])c1)oc1ccccc12	-1.0	2.8	-5.2	4.7	14.1	-15.5	-23.1	-16.2	4.4
CN(C)S(=O)(=O)N1CCN(C(=O)c2ccccc2Cl)CC1	-1.5	2.3	-9.0	2.0	0.1	2.5	-18.0[20 µM]	3.2	17.7
Cc1ccc(C(=O)OC2CCCN(C)C2)cc1 (stereo unspecified)	2.1	7.3	-2.3	-1.8	1.0	4.2	-13.9	-4.4	12.8&3.8
Cc1ccc(Oc2ccc(Cl)cc2NC(=O)c2ccc(F)cc2F)cc1	-0.7	7.0	-4.5	6.4	25.5	31.9	-10.1	-0.1	5.0
C=CCC(=O)NC(C)c1cnn(-c2ccccc2C)c1C (stereo unspecified)	-2.2	2.9	-4.9	3.0	16.3	1.8	-22.0	-6.5	8.6
Cc1ccc2[nH]c3c(c2c1)CN(C(=O)CN1CCN(c2cccc(C)c2C)CC1)CC3	-1.8	4.3	5.3	-0.3	13.5	-11.2	-23.6[20 µM]	-19.8	7.6
COC(=O)c1ccc(Oc2c(C(F)(F)F)oc3c(CN4CCN(C)CC4)c(O)ccc3c2=O)cc1	-4.5	1.7	-0.8	5.4	12.6	-17.9	-12.2[20 µM]	-7.4	4.4
Cc1ccc(-n2c(SCC(N)=O)nc3c([nH]c4ccccc43)c2=O)cc1	0.4	7.3	-9.8	1.0	-17.6	-6.8	-14.9	-11.9	15.9

Compound profiles (already shown). Values in the order: Ba/F3 V617F tox, BaF3 tox, RBBP9 inh, p97 inhibitor, PPC-1+TRAIL kill, Tb hexokinase, Furin inh, NCF1 inh, EP2 antag
`CCOc1ccccc1C(=O)NCCCCCC(=O)O` in the list: -0.2, 5.5, 1.5, 2.8, 4.1, 46.8, -4.2, 4.7, 8.2
`Cc1ccc(CN2CCC(CO)(CC3CCCCO3)CC2)o1` (stereo unspecified) in the list: -3.3, 6.0, -4.4, 5.9, 5.5, 3.5, -23.4, 5.2, 8.4
`CCn1c(SCCC(=O)Nc2ccccc2)nnc1-c1ccc(OC)cc1` in the list: 1.2, 3.2, -5.4, -5.5, 6.3, 1.3, -21.4[20 µM], -7.2, 10.9

Other structures follow:
SMILES	Ba/F3 V617F tox	BaF3 tox	RBBP9 inh	p97 inhibitor	PPC-1+TRAIL kill	Tb hexokinase	Furin inh	NCF1 inh	EP2 antag
CN(CC(=O)N1CCN(c2ccc(F)cc2)CC1)S(=O)(=O)c1ccc(F)cc1	-1.2	1.7	-7.9	1.6	-5.3	1.8	-37.4[20 µM]	-20.5	12.9
CC(NC(=O)C1CCC1)c1ccc(Br)cc1 (stereo unspecified)	-1.1	9.5	1.3	3.8	13.0	4.0	-30.8	-3.7	5.0
COc1ccc(S(=O)(=O)N2CCC(C(=O)N3CCOCC3)CC2)cc1OC	-1.5	3.0	-5.2	2.1	12.1	0.4	-27.8	-12.8	10.5
CCOc1ccc(OCC)c(NC(=O)C2C3C=CC(O3)C2C(=O)NCc2ccco2)c1 (stereo unspecified)	1.3	2.9	-8.8	5.8	12.6	-7.6	-15.9	-8.3	1.9
CCC(c1c(C)n(C)n(-c2ccccc2)c1=O)c1c(C)n(C)n(-c2ccccc2)c1=O	3.1	4.8	-1.9	8.4	7.6	-6.7	-2.8[20 µM]	-3.2	5.5
O=S(=O)(N1CCOCC1)n1nnc2ccccc21	-0.7	4.5	-4.8	6.1	3.1	3.8	-13.6[20 µM]	0.0	4.9
COc1ccc(Cl)cc1-n1c(C)cc(C=O)c1C	-4.2	-0.3	-2.9	0.6	14.4	-2.5	-12.4[20 µM]	5.9	15.3
CON/C=C(\C=Nc1ccc(F)cc1)c1ncc(C(F)(F)F)cc1Cl	-3.3	1.0	-2.1	2.1	5.6	-4.7	-21.4[20 µM]	-7.5	2.5
COc1ccc(NC(=O)CC2Nc3cccc4cccc(c34)NC2=O)cc1 (stereo unspecified)	6.0	10.3	11.2	3.7	-6.5	-13.0	-15.4	-13.0	10.0
O=C(N/N=C1\CCc2ccccc21)c1ccc(O)cc1	2.3	5.9	1.6	1.5	33.3	-11.6	-23.6	2.0	3.6
CCOC(=O)c1c(N)sc(C(=O)N2CCOCC2)c1C	-1.7	2.3	-9.0	-4.9	18.8	-5.9	-7.4[20 µM]	-7.1	12.5
CCCCn1c(=O)c(F)cn(Cc2ccc(OC)c([N+](=O)[O-])c2)c1=O	4.0	10.3	-3.2	-2.3	4.7	-3.0	-7.8	-1.9	7.8
Cc1nn(-c2ccc(C(=O)OC(C)C)cc2)c(C)c1[N+](=O)[O-]	-6.0	-0.5	-1.8	0.6	·	-6.6	-15.5	-10.2	5.5
CNc1sc(C(=O)c2cccs2)c(N)c1-c1nc2ccccc2s1	-3.3	1.0	-1.2	5.5	8.8	-5.6	-3.0	-42.9	11.8
COc1cc(/C=C(/C#N)c2ccc(C)cc2)ccc1Oc1ccc([N+](=O)[O-])cn1	-1.8	5.8	-3.2	-1.4	4.4	-19.4	-11.5[20 µM]	-21.3	5.7
CCO[C@@H]1OC(C(=O)NCc2nc3ccccc3[nH]2)=C[C@H](C2CC2)[C@H]1CCCO	2.0	34.5*	-2.7	4.0	16.4	-17.0	-17.5	-1.3	11.2
COc1ccc(C(=O)NNc2ccccc2)cc1	-0.8	4.0	0.5	7.7	0.3	21.0	-13.7	-4.7	7.3
